Screening results deposited in PubChem BioAssay by several laboratories.
hcDAF12 agonist = H. contortus DAF-12 activation, primary screen. HEK293 hcDAF-12 lit1-tk-luc reporter, luminescence; 0% DMSO, 100% Δ7-dafachronic acid. activation, % at 6.8 µM. 370,000 tested, 1.4% active;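 active = activation above the mean of all tested compounds plus 3 SD, cut at about 5.5% in these data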;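 also: 100% = response to 3 µM Δ7-dafachronic acid high control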
DAX1 inh-1 = NR0B1 (DAX1) inhibition | P51843 | HEK293 Gal4-DAX1 luciferase reporter, luminescence | inhibition, % at 6.75 µM | 340,000 tested, 0.99% active | AID 504766;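 active = inhibition above the mean over all tested compounds plus 3 SD, cut at about 4.2% in these data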;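 also: 0% = DAX1-transfected cells with DMSO and 100% = empty-vector control cells with DMSO; inhibition shows as a rise in luminescence from relieved DAX1 repression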
Target sequence (P51843 207-470 limits assumed): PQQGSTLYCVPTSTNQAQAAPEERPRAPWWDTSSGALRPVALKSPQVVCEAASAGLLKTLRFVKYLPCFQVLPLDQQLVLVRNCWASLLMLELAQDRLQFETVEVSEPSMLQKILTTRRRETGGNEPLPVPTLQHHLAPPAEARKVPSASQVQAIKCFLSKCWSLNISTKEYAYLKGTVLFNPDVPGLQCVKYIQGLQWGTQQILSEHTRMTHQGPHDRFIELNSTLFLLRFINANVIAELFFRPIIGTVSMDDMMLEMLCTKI
DAX1 inh-2 = DAX1 (NR0B1) inhibition, primary screen; HEK293T StAR-luciferase reporter, SF-1/DAX-1 repression relief; inhibition, % at 6.8 µM; 370,000 tested, 1.1% active; AID 652010;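 active = inhibition above the mean over all tested compounds plus 3 SD, cut at about 3.6% in these data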;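 also: 0% = DAX-1 cells with DMSO and 100% = cells lacking DAX-1 with DMSO; higher inhibition means more luminescence from relief of DAX-1 repression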
SMARCA2 act = SMARCA2 function activation, primary screen | activation, % at 9.1 µM | AID 652017 | MG213 cells, MMTV-luciferase reporter, dexamethasone, overnight | 370,000 tested, 1% active; in the data active = activation above about 7.8%;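 also: 0% = vehicle wells and 100% = reference activator wells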
ADAM10 inh = inhibits human ADAM10. 370,000 tested, 0.62% active. inhibition, % at 7 µM. O14672. recombinant ADAM10, EDANS/DABCYL FRET peptide cleavage, 3 h;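 active = inhibition above a per-campaign cutoff equal to the mean of compounds falling between control-based bounds plus 3 SD, cut at about 20% in these data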;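 also: 0% = DMSO wells while the 100% control is not disclosed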
Target sequence (O14672 214-748 limits assumed): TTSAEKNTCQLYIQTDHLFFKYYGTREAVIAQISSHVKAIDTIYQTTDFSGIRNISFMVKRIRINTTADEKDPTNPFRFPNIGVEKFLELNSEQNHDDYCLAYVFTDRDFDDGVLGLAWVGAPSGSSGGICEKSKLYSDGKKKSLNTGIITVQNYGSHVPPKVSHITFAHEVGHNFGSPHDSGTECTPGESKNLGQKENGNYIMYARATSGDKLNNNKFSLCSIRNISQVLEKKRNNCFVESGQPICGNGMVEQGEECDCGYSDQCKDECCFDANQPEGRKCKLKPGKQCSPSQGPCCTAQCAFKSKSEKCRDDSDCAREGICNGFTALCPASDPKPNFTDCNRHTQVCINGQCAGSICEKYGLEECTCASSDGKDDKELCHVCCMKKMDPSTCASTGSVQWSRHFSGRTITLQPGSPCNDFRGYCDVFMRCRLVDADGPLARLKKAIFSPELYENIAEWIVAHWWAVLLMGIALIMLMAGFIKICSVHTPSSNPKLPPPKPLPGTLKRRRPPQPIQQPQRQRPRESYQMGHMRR
HGIII-sPLA2 inh = Inhibits HGIII-sPLA2 liposome hydrolysis, primary screen. Q9NZ20. QFRET BODIPY PC-A2 liposome hydrolysis, fluorescence. inhibition, % at 12.2 µM. 370,000 tested, 0.56% active. AID 743126;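 active = inhibition above mean plus 3 SD of compounds lying within the high and low control bounds, cut at about 19% in these data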;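 also: 0% = median of test compound wells and 100% = no enzyme DMSO wells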
ssDAF12 agonist = activators of S. stercoralis DAF-12 nuclear receptor. HEK293 ssDAF-12/GRIP1 lit1-tk-luc reporter, luminescence; % of 3 µM dafachronic acid response. activation, % at 6.8 µM. 370,000 tested, 1% active;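 active = activation above the mean over all tested compounds plus 3 SD, cut at about 0.9% in these data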;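 also: 0% = DMSO-only wells and 100% = 3 µM delta7-dafachronic acid wells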
NPR1 activator = GC-A (human) enzyme activation | P16066 | HEK293 GC-A cells, cGMP TR-FRET, EC30 ANP; 0% at EC30 ANP, 100% saturating ANP | activation, % at 10 µM | 370,000 tested, 0.14% active; in the data active = activation above about 40%
FXN GAA850 act = activators of GAA850 frataxin (FXN) promoter. AID 540364. 360,000 tested, 0.56% active. HEK293 lucGAA850 FXN promoter luciferase reporter, 24 h; percent of 10 µM SAHA response. activation, % at 6 µM;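 active = activation above the average of all compounds screened plus 3 SD, cutoff fixed separately per campaign, cut at about 7.5% in these data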;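 also: 0% = DMSO wells and 100% = 10 µM SAHA wells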
NPR2 activator = GC-B (human) receptor activation; AID 1920062; activation, % at 10 µM; HEK293-GC-B cells, CNP EC30, cGMP TR-FRET; 0% at EC30 CNP, 100% saturating CNP; 370,000 tested, 0.11% active;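 active = activation at 10 µM reaching about 35% in either raw or pattern-adjusted values, limit read from the data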
hgDAF12 agonist = activates the H. glycines DAF-12 receptor ligand-binding domain. activation, % at 6.8 µM. 370,000 tested, 1.8% active. HEK293 GAL4-hgDAF12 UAS-luciferase reporter, agonist luminescence; normalized to butyrate control;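 active = activation above a cutoff set at the mean of all screened compounds plus 3 SD, cut at about 10% in these data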;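 also: 0% = DMSO wells and 100% = sodium butyrate wells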
Starred values were filed as active, the others as inactive; i = inactive; nt = not tested or not shown.

Screens in order – hcDAF12 agonist, DAX1 inh-1, DAX1 inh-2, SMARCA2 act, ADAM10 inh, HGIII-sPLA2 inh, ssDAF12 agonist, NPR1 activator, FXN GAA850 act, NPR2 activator, hgDAF12 agonist
- Cc1cc(C)c([C@@H]2C[C@H]3CN(C4CCCC4)C(=O)[C@]34CCCN24)c(-n2cccn2)c1
  -1.9, -0.3, -0.3, 2, -1, -1, -1.3, -4, 0.9, -4, -0.9
- Cc1ccsc1C1Nc2ccccc2C(=O)N1O (stereo unspecified)
  2.5, 0.3, 0.7, 0, -14, -7, -0.7, 1, -0.3, 0, 7.2
- CCC(=O)Nc1nnc(S(=O)(=O)N(C)c2ccccc2)s1
  -1.4, -0.5, -0.4, 4, 9, -4, -1.3, -1, -0.5, 2, -2.0
- O=C(OCc1cnc(Cl)s1)c1cccs1
  -2.3, 0.1, -0.7, -4, -2, 5, -1.1, 1, 0.7, -1, -3.7
- CN1C(=O)[C@@](O)(c2cccn2C)c2cc(Cl)ccc21
  -1.6, nt, -0.4, -2, -10, 4, 0.9*, -4, nt, -1, -0.6
- CCOC(=O)c1sc2nc(CN3CCN(c4cccc(C(F)(F)F)c4)CC3)[nH]c(=O)c2c1C
  2.5, -2.2, -0.3, -2, -7, 2, -1.0, -5, 1.2, -1, 2.2
- O=C(Nc1ccc(S(=O)(=O)N2CCOCC2)cc1)c1cc(-c2cc(Cl)ccc2O)n[nH]1
  -2.6, -4.6, -2.4, -3, 27*, -24, -1.6, -1, -4.6, 2, -0.2
- CCCn1c(CC)nc([N+](=O)[O-])c1Sc1ccc(C)cc1
  -0.9, 0.3, -0.7, 4, 15, 0, -1.5, 7, -5.2, 13, 0.5
- CC(C)(C)OC(=O)N[C@@H](Cc1ccccc1)c1nnc(SCC(N)=O)o1
  2.0, 1.7, 0.1, -3, 1, -2, -1.1, 4, -0.2, -1, 1.4
- Cn1nnnc1SCc1nnc(-c2ccc(Cl)cc2)o1
  0.4, 0.3, 0.2, 5, 8, -1, -0.3, -2, 2.1, -1, 4.4
- Cc1ccc(C2CC2C(=O)NNC(=S)Nc2cccc(C)c2)cc1 (stereo unspecified)
  0.8, 0.5, -0.1, -2, 9, 19, -1.4, -1, 0.0, -1, 3.1
- O=C1CCCCCN1CSc1nc2ccccc2s1
  0.5, -1.6, -0.6, 1, 2, 2, -1.0, 11, 1.0, -3, 1.6
- Cn1c(O)c(C=NCCCCCC(=O)O)c(=O)n(C)c1=O
  0.3, -0.5, -0.2, 0, 1, 2, -0.5, 2, 2.1, -1, -3.5
- COc1cc(C(C)=O)ccc1COc1ccc(C(=O)OCC(=O)NC(C)(C)C)cc1OC
  0.3, -0.4, 0.1, -3, 5, -1, -1.2, 3, 2.5, 7, -2.9
- COc1ccccc1Nc1nc(N)nc(CCl)n1
  0.7, -1.4, -0.2, -2, 1, 2, -2.3, 2, -5.0, 0, -2.2
- COc1ccc(Cl)c(-c2cc(C(=O)NC(C)C)[nH]n2)c1
  0.4, nt, 1.0, -1, -1, -2, -1.2, 5, -0.2, 3, 0.9
- O=C(/C=C/c1ccc(-c2cccc([N+](=O)[O-])c2)o1)N1CCOCC1
  1.5, nt, -0.3, 5, 4, -1, -0.9, 13, 3.8, 6, 4.2
- CCOC(=O)C1CCCN(S(=O)(=O)c2cc(OCC(N)=O)c(C)cc2Cl)C1 (stereo unspecified)
  -0.9, 0.2, -0.6, -2, 4, -5, -0.9, -5, -0.8, 1, -3.1
- CC(C)(C)C(C(=O)Oc1ccccc1)c1ccccc1 (stereo unspecified)
  -0.1, -0.8, 0.5, 1, 1, 3, -0.9, -4, 1.1, -8, 2.4
- CCOc1ccc(CNC(=O)CCc2cn(Cc3ccccc3)c3ccccc23)cc1
  -1.7, 3.0, -0.7, 2, -3, -19, -1.6, -7, -3.6, -5, -0.4
- O=C(Cc1ccc(Cl)cc1)NCC(=O)N1CCN(c2ccccc2)CC1
  -3.0, 1.1, 1.7, 0, -6, -2, -1.8, 1, -1.1, 0, -3.9
- O=c1oc(-c2ccc(O)c(O)c2)cc2cc(O)cc(O)c12
  13*, 7.6*, 2.2, 11*, -261, -7, 0.8, 5, 7.4, -6, 9.2
- CC(C)c1ccc(NC(=O)C2CCN(c3ncnc4c3nc3n4CCCCC3)CC2)cc1
  -0.5, 0.3, 0.0, 0, -3, -7, -1.1, 3, 0.1, 2, -2.1
- C=CCn1c(SCC(=O)N2CCCC2)nc2c([nH]c3ccccc32)c1=O
  6.3*, 0.3, 1.0, -2, -7, 6, 1.0*, -4, 0.9, -4, 0.7
- CCN(CC)S(=O)(=O)c1ccc2[nH]c(=O)cc(C(=O)Nc3ccc(C)cc3)c2c1
  1.8, 0.3, 0.1, 2, 4, -9, -0.6, -30, -0.5, -13, 2.6
- CC1CN(Cc2nc3c(c(=O)n(C)c(=O)n3C)n2CC(O)CO)CC(C)O1 (stereo unspecified)
  -0.7, 0.5, -0.1, 2, -2, 0, -0.6, 0, 0.4, 9, -1.2
- c1csc(-c2ccnc3ncnn23)c1
  0.1, 1.3, -0.3, 1, i, 5, -1.0, 3, 1.4, -1, 0.8
- COc1ccc(CCNC(=O)CSc2nnc3ccc(-c4cccnc4)nn23)cc1
  1.4, 1.3, -0.6, -3, 6, 2, -1.1, -5, 1.3, -4, -1.8
- CCOC(=O)/C(C#N)=C/c1c(N2CCN(c3ccccc3)CC2)nc2ccccn2c1=O
  3.2, 0.4, 1.7, 9.9*, -62, -4, 0.2, 2, 2.0, 3, 10
- Cc1ccc(S(=O)(=O)CCC(=O)Nc2nc(C(C)(C)C)cs2)cc1
  -3.1, -0.9, -0.5, -3, 2, 1, -1.2, 7, 1.2, 3, -4.6
- CN1N=C(C(F)(F)F)CC1=O
  1.9, 0.3, 0.3, -2, 2, 5, -1.4, 1, 3.1, -1, 4.0
- Cc1nnc2c3ccccc3ccn12
  -1.5, 2.6, -0.7, 0, -11, 10, -1.1, 3, 1.2, 2, -0.7
- Cc1[nH]c(C)c(S(=O)(=O)NCc2ccc(N(C)C)cc2)c1C(=O)N1CCCC1
  -0.7, 0.3, -0.2, -3, 3, 2, -0.1, 0, -0.9, 4, -1.4
- CCN(CC(=O)Nc1ccc(OC)c(OC)c1)S(=O)(=O)c1ccc(C)cc1
  -2.1, 0.4, -0.8, -1, 1, 1, -1.5, -3, 2.4, 1, -1.4
- COc1ccc(/C=C2\SC(=O)N(CC(=O)NC3C=CS(=O)(=O)C3)C2=O)cc1 (stereo unspecified)
  1.1, 0.1, -0.1, -1, -9, 3, -0.6, 2, 1.2, 7, -1.2
- C/C(=N\NC(=O)c1nnn(-c2nonc2N)c1-c1ccc2c(c1)OCO2)c1ccc(C)cc1
  -0.9, 0.5, -0.2, -1, -1, -6, -1.3, -22, 0.5, -6, 0.9
- Cc1ccc(NC(=O)CN(C)C(=O)c2cc(-c3ccco3)nc3ccccc23)cc1
  0.3, 0.3, -1.1, 7, -264, -5, -1.3, -4, 1.8, 1, -0.3
- Cc1[nH]c2ccccc2c1/C=N/Nc1ccc([N+](=O)[O-])cc1S(=O)(=O)Nc1ccc(Cl)cc1
  5.2, 2.0, 0.0, -3, -8, 1, 0.3, -3, -2.8, -6, -0.5
- O=C(CN1CCN(c2ccccc2O)CC1)Nc1cc([N+](=O)[O-])ccc1Cl
  -1.6, -0.4, 0.3, -2, 3, 1, -1.5, -1, 0.3, -5, -1.6
- CCOC(=O)Cc1csc(-n2sc3ccccc3c2=O)n1
  6.3*, 1.8, 0.2, 7, 1, -3, 0.2, 5, -4.1, 10, 1.3

One compound at a time, from the list above:
`Cc1nnc2c3ccccc3ccn12` is entered as hcDAF12 agonist = -1.5; DAX1 inh-1 = 2.6; DAX1 inh-2 = -0.7; SMARCA2 act = 0; ADAM10 inh = -11; HGIII-sPLA2 inh = 10; ssDAF12 agonist = -1.1; NPR1 activator = 3; FXN GAA850 act = 1.2; NPR2 activator = 2; hgDAF12 agonist = -0.7
`O=C(OCc1cnc(Cl)s1)c1cccs1` is entered as hcDAF12 agonist = -2.3; DAX1 inh-1 = 0.1; DAX1 inh-2 = -0.7; SMARCA2 act = -4; ADAM10 inh = -2; HGIII-sPLA2 inh = 5; ssDAF12 agonist = -1.1; NPR1 activator = 1; FXN GAA850 act = 0.7; NPR2 activator = -1; hgDAF12 agonist = -3.7

The listing picks up, repeating the 2 entries before the break.
Screens in order – hcDAF12 agonist, DAX1 inh-1, DAX1 inh-2, SMARCA2 act, ADAM10 inh, HGIII-sPLA2 inh, ssDAF12 agonist, NPR1 activator, FXN GAA850 act, NPR2 activator, hgDAF12 agonist
- O=C(CN1CCN(c2ccccc2O)CC1)Nc1cc([N+](=O)[O-])ccc1Cl
  -1.6, -0.4, 0.3, -2, 3, 1, -1.5, -1, 0.3, -5, -1.6
- CCOC(=O)Cc1csc(-n2sc3ccccc3c2=O)n1
  6.3*, 1.8, 0.2, 7, 1, -3, 0.2, 5, -4.1, 10, 1.3
- O=C(CC1C(=O)NCCN1Cc1ccccc1C(F)(F)F)NCCn1cccn1 (stereo unspecified)
  -0.2, 0.1, -0.1, 3, -6, -2, -1.6, 4, 0.8, 2, -0.5
- Cc1cc(C)c(C)c(S(=O)(=O)N2CCN(C(=O)c3ccccc3OCc3c(C)noc3C)CC2)c1C
  0.1, -0.7, 0.0, 4, -3, -6, -0.6, -10, 0.9, -9, 1.6
- O=C(CN1C(=O)c2ccccc2S1(=O)=O)c1cccc(Br)c1
  0.4, -0.3, -0.1, 2, 5, 4, -1.4, 5, -0.9, -8, 1.9
- Cc1ccc(CNC(=O)Cn2cnc3c(OCc4ccccc4)ncnc32)o1
  -2.4, 1.0, 0.7, -1, -12, -4, -1.1, 2, 0.1, -3, 1.4
- Cc1cccc(-n2c(SCC(=O)NCc3ccco3)nc3ccccc3c2=O)c1
  -2.5, -0.6, -1.4, -5, -5, 8, -0.6, -8, 1.1, -1, -4.9
